SUMO1-SIM PPI: SUMO1-SIM interaction modulation; 360,000 tested, 0.33% active; inhibition, % at 20 µM; P63165; SUMO1 binding to a labelled peptide, TR-FRET, 1 h; in the data active means inhibition above about 37%
Rpn11 block: inhibitors of human proteasome Rpn11; O00487; human 26S proteasome, Ub4-pepOG fluorescence polarization; 20S core pre-blocked with epoxomicin; calls only at 20 µM; 360,000 tested, 0.59% active;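 active means inhibition at 20 µM, scaled to each plate's controls, above about 33%, limit read from the data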
NadD block: NadD (S. aureus) enzyme inhibition; purified NadD enzyme, colorimetric absorbance read-out; inhibition, % at 20 µM; 360,000 tested, 0.78% active; AID 602399; in the data active means inhibition above about 26%; further: some compounds past the cut are filed as inactive
CSN deneddyl inh: inhibitors of human CSN-mediated cullin deneddylation; Q92905; Purified CSN, SCF-Nedd8-OG deneddylation, fluorescence polarization; inhibition, % at 12.5 µM; 360,000 tested, 0.38% active; AID 651999;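 active means pattern-corrected inhibition above about 35%, with an unprinted fluorescence ratio check between 0.5 and 1.5, limit read from the data, passing the limit was not always enough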;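 further: 0% = enzyme with substrate and 100% = substrate without enzyme; some results filed as inactive read as strong as hits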
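test system = HEK293T-derived human Csn5 enzyme | amount = 0.24 nM Csn5 enzyme, final concentration | medium = Tris/NaCl/DTT buffer, pH 7.5 | schedule = 90 min reaction at room temperature | signal = FP | evaluation = inhibition of Csn5 cleavage, % | compound dosing = single dose of 12.5 µM compound with 0.25% DMSO | probe or stimulus = 10 nM SCFSkp2-Nedd8OG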
LMPTP inh: LMPTP (human) inhibition; 360,000 tested, 0.22% active; P24666; inhibition, % at 20 µM; recombinant LMPTP-A, OMFP fluorogenic substrate, fluorescence intensity;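 active means compounds that cut the enzyme signal by at least half of the control window in the single-dose screen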;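 further: plate controls were DMSO wells with enzyme plus substrate for no effect and substrate without enzyme for full effect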
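Test system: LMPTP-A, protein tyrosine phosphatase of low molecular weight; Input: 0.625 nM enzyme; Incubation: 50 min dark incubation at room temperature; Signal: endpoint fluorescence intensity from OMFP dephosphorylation; Read-out basis: % inhibition versus control wells.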
Tb MetRS inh: Trypanosoma brucei MetRS inhibition; inhibition, % at 11.9 µM; purified T. brucei MetRS, ATP depletion, Kinase-Glo luminescence; 360,000 tested, 0.4% active; AID 624268;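 active means inhibition above a per-plate cutoff of the control wells' mean inhibition plus 3 SD, cut at about 5.5% in these data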;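 further: 0% = DMSO wells median and 100% = median of wells with control inhibitor compound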
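technique = Kinase-Glo luminescence, ATP depletion format | system = purified MetRS (methionyl-tRNA synthetase) enzyme from Trypanosoma brucei | timing = 15 min preincubation, 2 h reaction, all 25 °C | evaluation = percent inhibition versus plate control medians | dosing = single dose, 11.9 µM final nominal, 0.9% final DMSO | also added = substrates ATP, L-methionine and bulk Escherichia coli tRNA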
STEP inh: inhibitors of human striatal-enriched phosphatase STEP; recombinant STEP, OMFP fluorogenic substrate, fluorescence; inhibition, % at 20 µM; 360,000 tested, 0.25% active; AID 588621;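 active means inhibition at 20 µM, scaled per plate between control wells, above about 37%, limit read from the data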;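 further: 0% = DMSO with enzyme and substrate and 100% = substrate only without enzyme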
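Measure: Control-normalized % inhibition with plate pattern correction | Test system: STEP phosphatase, cell-free reaction | Medium: pH 6.0 Bis-Tris with DTT and Tween 20 | Technique: Fluorescence, 480/540 nm | Times: Reaction 20 min, ambient temperature | Doses: Single compound dose of 20 µM, 1% DMSO final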
Scp1 inh: inhibitors of human Scp-1 phosphatase | Recombinant Scp1, phosphopeptide, malachite green phosphate absorbance | inhibition, % at 20 µM | 340,000 tested, 0.88% active | AID 493091;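 active means inhibition above about 50% at 20 µM, limit read from the data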;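 further: plate controls were DMSO wells with enzyme for no effect and wells lacking enzyme for full effect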
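assay system = SCP-1 phosphatase catalytic domain, residues 76-261 | buffer or medium = 50 mM Tris acetate pH 5.5, 0.005% Tween-20, 10 mM MgCl2 | incubation = enzyme reaction 45 min at room temperature, colour 5 min, stabilisation 30 min | signal = Phosphate-binding colour reagent, absorbance read at 630 nm | measure = % inhibition at 20 µM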
PABP1 MLLE inh: inhibitors of microRNA-mediated deadenylation, human PABP1 MLLE binding; GST-MLLE / FITC-PAM2 fluorescence polarization; AID 588489; inhibition, % at 20 µM; P11940; 360,000 tested, 0.36% active; in the data active means inhibition above about 35%, passing the limit was not always enough;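 further: plate controls were DMSO wells with GST-MLLE for no effect and wells lacking GST-MLLE protein for full effect; some results filed as inactive read as strong as hits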
DNMT1 inh: blocks human DNA methyltransferase DNMT1; 360,000 tested, 0.83% active; DNMT1 molecular beacon, Hinp1I cleavage, fluorescence; AID 588458; inhibition (reported as % activation of signal), % at 10 µM; in the data active means inhibition above about 50%
Target sequence (P26358 504-1616 limits assumed): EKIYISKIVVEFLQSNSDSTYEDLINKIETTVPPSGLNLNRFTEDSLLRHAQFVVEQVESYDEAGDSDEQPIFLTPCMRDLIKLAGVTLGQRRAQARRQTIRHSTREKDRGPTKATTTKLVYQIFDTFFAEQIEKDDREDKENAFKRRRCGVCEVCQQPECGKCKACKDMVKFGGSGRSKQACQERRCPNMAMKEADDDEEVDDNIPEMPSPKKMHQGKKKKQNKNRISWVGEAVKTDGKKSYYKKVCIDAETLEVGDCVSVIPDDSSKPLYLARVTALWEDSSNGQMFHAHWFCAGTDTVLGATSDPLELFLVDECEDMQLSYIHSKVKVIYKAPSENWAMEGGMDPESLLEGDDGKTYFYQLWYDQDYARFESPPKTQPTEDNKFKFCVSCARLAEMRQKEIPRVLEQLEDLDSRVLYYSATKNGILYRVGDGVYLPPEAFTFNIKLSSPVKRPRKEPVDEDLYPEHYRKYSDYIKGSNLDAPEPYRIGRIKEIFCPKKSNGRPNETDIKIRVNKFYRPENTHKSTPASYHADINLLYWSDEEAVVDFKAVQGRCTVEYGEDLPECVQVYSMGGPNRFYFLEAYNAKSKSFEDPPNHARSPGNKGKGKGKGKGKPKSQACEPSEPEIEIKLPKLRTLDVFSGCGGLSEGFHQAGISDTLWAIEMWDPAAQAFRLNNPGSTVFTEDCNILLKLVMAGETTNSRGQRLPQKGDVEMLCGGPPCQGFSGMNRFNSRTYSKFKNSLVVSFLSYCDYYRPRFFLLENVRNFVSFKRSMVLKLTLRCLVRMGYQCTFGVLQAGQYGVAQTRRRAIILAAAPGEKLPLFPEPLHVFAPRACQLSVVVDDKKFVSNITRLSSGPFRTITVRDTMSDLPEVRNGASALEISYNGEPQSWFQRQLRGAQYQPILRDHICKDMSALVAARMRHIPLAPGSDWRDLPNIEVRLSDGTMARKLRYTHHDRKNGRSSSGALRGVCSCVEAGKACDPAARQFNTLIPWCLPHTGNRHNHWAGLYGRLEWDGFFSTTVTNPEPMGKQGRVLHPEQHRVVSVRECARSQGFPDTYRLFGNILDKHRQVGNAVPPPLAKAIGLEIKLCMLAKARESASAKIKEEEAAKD
Numbers without * were called inactive; i = inactive.

Compound	SUMO1-SIM PPI	Rpn11 block	NadD block	CSN deneddyl inh	LMPTP inh	Tb MetRS inh	STEP inh	Scp1 inh	PABP1 MLLE inh	DNMT1 inh
COc1cc2c(cc1OC)C(C(=O)Nc1ccc3c(c1)OCCO3)C1c3ccccc3CCN1C2=O (stereo not given)	-1.8	i	-9.9	-1.8	-0.1	-0.2	2.7	-2.9	3.8	-1.0
COc1cccc(CNC(=O)CCC2CCCN(Cc3cc4ccccc4o3)C2)c1 (stereo not given)	0.5	i	-3.6	0.5	1.1	1.6	5.2	-0.8	-2.0	2.5
COCCC(=O)N1CCC(Oc2ccc(C(=O)N3CCCCC3CCO)cc2)CC1 (stereo not given)	2.4	i	0.0	5.2	-0.7	-0.3	-0.8	-4.8	-6.6	-0.4
Cc1ccc(OCC(=O)Oc2ccc(C(C)C)cc2)cc1	6.3	i	4.3	-5.3	1.7	-0.1	-0.3	-10.2	-4.8	1.0
CC1CCN(S(=O)(=O)c2ccc3nc(-c4ccccn4)cc(C(=O)NCCN(C)Cc4ccccc4)c3c2)CC1	-1.2	i	8.6	-7.5	1.3	-0.6	4.6	6.4	3.2	19.6
Cc1ccc(NC(=S)N(CCCN2CCCC2)Cc2cccn2Cc2ccc(Cl)cc2)cc1	-15.8	i	-8.0	0.1	3.1	-0.2	14.8	7.7	-78.8	1.1
O=C(CSc1nnc(NC(=O)c2ccccc2F)s1)NCc1ccc(F)cc1	7.1	i	-1.5	0.9	-1.3	0.4	0.0	-12.7	3.2	-0.1
CC(C(=O)N1CCOCCOCCOCCOCCOCC1)N1C(=O)c2ccccc2C1=O (stereo not given)	-2.1	i	2.3	-15.0	2.9	-0.4	-2.8	6.6	-3.4	8.3
Cc1cc2c(cc1S(=O)(=O)N(C)C1CCCCC1)OCC(=O)N2	4.9	i	-3.9	-7.2	-2.0	0.0	4.2	-11.9	-7.6	-2.1
CCC(=O)Nc1nc2c(c(=O)[nH]1)CCCC2	1.1	i	-3.0	1.7	0.4	-0.4	-0.2	-2.7	4.0	4.0
Cc1cccc(NC(=O)c2ccc3c(c2)C(=O)N(c2ccccc2C)C3=O)n1	-38.8	i	1.7	2.3	0.9	0.3	-2.4	-3.4	-4.2	-0.2
Cc1onc(-c2ccccc2Cl)c1C(=O)OCc1nnc(-c2ccccc2)o1	1.3	i	-10.3	-0.5	1.5	-0.3	-0.3	-9.6	-3.9	-2.3
O=C(CSC1CC(=O)N(c2ccc(C(=O)O)cc2)C1=O)Nc1ccc(Cl)cc1 (stereo not given)	-1.0	i	-6.0	-2.6	-1.2	-0.3	-0.7	-5.7	34.5	-3.9
CC(=O)OCC#CCSc1nc2ccccc2n1C	-0.8	i	-5.5	-4.2	-1.7	1.6	-5.0	-4.9	1.6	2.3
CCC(C)Sc1ccc([C@H]2N[C@@](Cc3ccccc3)(C(=O)OC)[C@H]3C(=O)N(C)C(=O)[C@@H]23)cc1 (stereo not given in full)	4.5	i	-7.6	-4.4	1.9	-0.3	3.7	-6.5	0.1	1.7
CCCCSCCCNC(=O)c1ccc(CS(=O)(=O)c2ccccc2OC)o1	4.5	i	-9.6	-1.6	-0.8	0.3	-1.5	-4.5	11.3	-5.2
Cc1cc(NC(=O)c2ccc([N+](=O)[O-])cc2)n(C)n1	-30.3	i	-0.9	2.7	-1.9	0.0	-3.4	-3.5	5.6	-5.0
COC(=O)c1cn(Cc2cccnc2)c(=O)c2ccccc12	1.5	i	-0.7	-6.7	-1.0	0.0	2.4	0.7	-0.5	-2.7
Cc1cc(C)cc(C(=O)Nc2nc3ccccc3[nH]2)c1	-0.3	i	-0.8	-0.3	2.7	0.4	-0.3	-9.3	-13.4	-0.6
Cc1cc(C(=O)Nc2c(F)cc(F)cc2Br)n(-c2ccccc2)n1	8.8	i	-5.0	0.7	0.2	-0.2	0.5	-7.5	-1.3	-1.0
CCC(C(=O)OCC(=O)NC(=O)c1ccccc1)c1ccccc1 (stereo not given)	1.4	i	-3.2	2.6	0.5	-0.6	-1.9	-5.7	-20.5	1.1
Cc1ccc(C(=O)COC(=O)c2ccco2)cc1C	2.1	i	-5.1	0.1	0.7	-0.4	-1.0	-5.0	11.1	3.1
CCOC(=O)c1c(CSc2nc(C)cc(C)c2C#N)n(C)c2cc(Br)c(OC(C)=O)cc12	-3.8	i	8.1	1.2	0.6	0.1	1.2	-7.8	15.6	-2.0
COc1ccc(CCNC(=O)Cn2c(=O)cnc3ccccc32)cc1	-8.7	i	-0.4	-0.7	-1.2	0.2	1.1	-6.0	-20.4	2.2
CCOC(=O)c1c(NC(=O)CN2C(=O)NC3(CCC(C)CC3)C2=O)sc(C)c1-c1ccc(C)cc1 (stereo not given)	-0.4	i	14.7	-3.6	-2.1	0.2	2.1	0.1	-8.7	8.2
Fc1ccc(C2CC(c3ccccc3)Nc3ncnn32)cc1 (stereo not given)	0.2	i	4.9	5.6	-0.5	-0.6	-3.4	4.4	-1.0	0.0
CCC1(c2ccccc2)NC(=O)N(CC(=O)N(C)CC(=O)Nc2cccc(OC)c2)C1=O (stereo not given)	6.3	i	3.7	-4.7	-1.7	-0.4	-1.5	-3.9	5.2	-1.7
CN(C)S(=O)(=O)c1ccc(NC(=O)c2ccc([N+](=O)[O-])cc2)cc1	-33.6	i	-3.8	-0.6	-0.2	-0.3	-2.8	-5.6	-3.0	3.2
C/C(=N\NC(=O)C(O)c1ccccc1)c1ccc(Br)s1 (stereo not given)	-13.9	i	4.8	-1.6	-1.0	-0.3	-1.2	-4.2	-8.1	-0.8
O=C(Nc1ccc(-n2cnnn2)cc1)c1cccc(S(=O)(=O)N2CCCC2)c1	-3.1	i	1.3	2.9	-0.4	-0.4	-4.2	-7.3	-15.8	1.6

Random excerpt: three compounds from above
Compound	SUMO1-SIM PPI	Rpn11 block	NadD block	CSN deneddyl inh	LMPTP inh	Tb MetRS inh	STEP inh	Scp1 inh	PABP1 MLLE inh	DNMT1 inh
CCC(C)Sc1ccc([C@H]2N[C@@](Cc3ccccc3)(C(=O)OC)[C@H]3C(=O)N(C)C(=O)[C@@H]23)cc1 (stereo not given in full)	4.5	i	-7.6	-4.4	1.9	-0.3	3.7	-6.5	0.1	1.7
COc1cccc(CNC(=O)CCC2CCCN(Cc3cc4ccccc4o3)C2)c1 (stereo not given)	0.5	i	-3.6	0.5	1.1	1.6	5.2	-0.8	-2.0	2.5
Cc1cc(C(=O)Nc2c(F)cc(F)cc2Br)n(-c2ccccc2)n1	8.8	i	-5.0	0.7	0.2	-0.2	0.5	-7.5	-1.3	-1.0

(cont.)
Compound	SUMO1-SIM PPI	Rpn11 block	NadD block	CSN deneddyl inh	LMPTP inh	Tb MetRS inh	STEP inh	Scp1 inh	PABP1 MLLE inh	DNMT1 inh
COc1ccc(C=O)cc1COc1ccccc1F	-3.7	i	-1.4	-8.4	-0.3	-0.8	0.0	-5.3	-6.1	-2.4
COc1ccc(NC(=O)CN(C)C(=O)c2cc3c(s2)CCC(C)C3)cc1 (stereo not given)	-0.3	i	0.8	5.6	1.0	0.2	-1.2	-0.1	4.4	-2.7
CCc1ccc(N2CC(C(=O)N3CCN(c4ccccn4)CC3)CC2=O)cc1 (stereo not given)	-1.3	i	-2.6	2.2	1.8	-0.4	-0.5	1.6	2.5	1.1
COC1CCCCC1NS(=O)(=O)c1ccc(Cl)cc1 (stereo not given)	5.3	i	-0.8	-0.6	-1.1	-0.1	-1.2	-6.0	0.0	0.6
CCOc1ccccc1NC(=O)c1ccc(S(=O)(=O)N2CCOCC2)cc1	0.9	i	-4.5	0.0	-1.2	-0.3	-3.5	-9.6	-8.1	0.6
O=C(O)COc1ccc(/C=N/NC(=O)C2CCCN2S(=O)(=O)c2ccc(Cl)cc2)cc1 (stereo not given)	-1.5	i	-6.6	-3.8	-0.3	-1.3	-0.5	-7.6	-92.0	4.0
O=Cc1c[nH]c2ccc(S(=O)(=O)N3CCOCC3)cc12	-0.4	i	6.2	1.5	-0.4	0.8	-0.7	-7.4	3.0	-6.2
O=S(=O)(c1ccc(Cl)s1)N1CCN(C/C=C/c2ccccc2)CC1	-8.5	i	-2.5	-1.8	-0.2	-1.8	-3.5	7.4	2.6	-2.7
CCCCn1c(N)c(N(CCC(C)C)C(=O)CC2CCCCC2)c(=O)[nH]c1=O	0.2	i	0.7	-0.4	-0.5	-0.5	1.8	1.2	-32.4	5.0
CCCC(=O)C1=C(O)C(C(=O)OC)C(C)(C)CC1=NCCc1ccc(OC)c(OC)c1 (stereo not given)	3.1	i	6.2	7.1	-0.6	-0.5	-3.2	-4.1	-9.2	-0.4

Whole records from above. Order of values: SUMO1-SIM PPI	Rpn11 block	NadD block	CSN deneddyl inh	LMPTP inh	Tb MetRS inh	STEP inh	Scp1 inh	PABP1 MLLE inh	DNMT1 inh
O=C(O)COc1ccc(/C=N/NC(=O)C2CCCN2S(=O)(=O)c2ccc(Cl)cc2)cc1 (stereo not given) in the list: -1.5	i	-6.6	-3.8	-0.3	-1.3	-0.5	-7.6	-92.0	4.0
O=S(=O)(c1ccc(Cl)s1)N1CCN(C/C=C/c2ccccc2)CC1 in the list: -8.5	i	-2.5	-1.8	-0.2	-1.8	-3.5	7.4	2.6	-2.7
